SRC3 inh = human NCOA3 inhibition; HEK293 GAL4-SRC3 luciferase reporter, luminescence; Q9Y6Q9; inhibition, % at 3.6 µM; actives 0.17% (n = 360,000);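 active = inhibition above a per-campaign cutoff, the mean of all compounds plus 3 SD, cut at about 60% in these data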;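 also: 0% = DMSO-treated cells and 100% = gossypol-treated cells at 36 µM; higher means less SRC3-driven luciferase light from the GAL4 reporter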
Target sequence (Q9Y6Q9 whole entry, looked up, the tested form may be a part): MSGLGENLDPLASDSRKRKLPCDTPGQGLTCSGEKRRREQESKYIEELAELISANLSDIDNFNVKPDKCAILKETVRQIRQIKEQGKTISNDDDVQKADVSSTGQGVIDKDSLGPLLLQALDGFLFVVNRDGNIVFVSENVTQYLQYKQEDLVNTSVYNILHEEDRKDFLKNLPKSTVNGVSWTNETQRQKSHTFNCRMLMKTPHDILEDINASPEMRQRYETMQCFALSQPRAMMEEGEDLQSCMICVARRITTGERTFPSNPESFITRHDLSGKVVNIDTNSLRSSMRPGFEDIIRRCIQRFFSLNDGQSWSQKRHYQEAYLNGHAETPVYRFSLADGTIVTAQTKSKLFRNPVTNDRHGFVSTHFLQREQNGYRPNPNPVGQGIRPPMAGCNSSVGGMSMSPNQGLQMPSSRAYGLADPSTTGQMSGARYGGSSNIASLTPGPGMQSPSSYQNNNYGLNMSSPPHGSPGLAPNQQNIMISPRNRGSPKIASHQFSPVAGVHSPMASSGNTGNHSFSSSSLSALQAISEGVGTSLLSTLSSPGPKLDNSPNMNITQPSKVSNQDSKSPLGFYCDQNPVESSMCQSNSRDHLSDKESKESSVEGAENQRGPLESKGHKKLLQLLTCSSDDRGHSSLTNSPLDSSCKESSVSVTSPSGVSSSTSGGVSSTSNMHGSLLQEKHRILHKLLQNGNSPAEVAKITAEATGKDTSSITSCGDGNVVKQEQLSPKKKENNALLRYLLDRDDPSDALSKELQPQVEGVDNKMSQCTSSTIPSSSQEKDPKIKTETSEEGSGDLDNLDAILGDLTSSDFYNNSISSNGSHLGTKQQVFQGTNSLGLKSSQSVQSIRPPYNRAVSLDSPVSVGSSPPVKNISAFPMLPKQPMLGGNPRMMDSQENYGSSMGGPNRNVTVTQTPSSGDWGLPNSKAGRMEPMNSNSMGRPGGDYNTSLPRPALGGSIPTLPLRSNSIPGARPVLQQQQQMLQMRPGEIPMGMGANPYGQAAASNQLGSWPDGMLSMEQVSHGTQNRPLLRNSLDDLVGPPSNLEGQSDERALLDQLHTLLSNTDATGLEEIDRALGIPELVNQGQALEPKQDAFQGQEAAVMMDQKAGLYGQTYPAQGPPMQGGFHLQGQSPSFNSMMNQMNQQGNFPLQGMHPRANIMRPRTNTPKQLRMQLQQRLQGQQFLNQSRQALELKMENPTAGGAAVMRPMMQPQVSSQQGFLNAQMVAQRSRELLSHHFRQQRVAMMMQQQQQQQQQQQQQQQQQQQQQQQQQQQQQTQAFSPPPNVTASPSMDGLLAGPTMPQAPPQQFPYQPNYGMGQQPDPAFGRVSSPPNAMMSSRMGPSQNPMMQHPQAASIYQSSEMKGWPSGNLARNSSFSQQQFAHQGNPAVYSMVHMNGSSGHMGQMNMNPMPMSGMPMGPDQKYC
COUP-TFII inh = NR2F2 (human) inhibition, primary screen. HEK293T NGFI-A luciferase reporter, luminescence. AID 686940. inhibition, % at 8.6 µM. actives 0.7% (n = 370,000). P24468;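 active = inhibition above a per-plate cutoff, mean inhibition of test wells between control levels plus 3 SD, cut at about 38% in these data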;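 also: cells cotransfected with COUP-TFII expression vector driving the NGFI-A reporter; 0% = median of COUP-TF2 test wells and 100% = reporter-only cells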
ABHD5 PLIN5 PPI = blocks binding of human ABHD5 to perilipin-5; Split G. princeps luciferase complementation, luminescence, 4 h; inhibition, % at 4 µM; actives 0.78% (n = 360,000); AID 602281;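 active = inhibition above the mean inhibition across every tested compound plus 3 SD, cut at about 22% in these data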;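 also: 0% = DMSO only wells and the 100% control is not disclosed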
MC4R antag cAMP = blocks human MC4R cAMP signaling; P32245; MC4R-expressing cells, MTII-stimulated cAMP, LANCE TR-FRET; inhibition, % at 6.5 µM; actives 0.48% (n = 360,000); AID 540295;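 active = inhibition above its plate's cutoff, the mean of tested wells on that plate plus 3 SD, cut at about 29% in these data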;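 also: 0% = Melanotan II alone and 100% = Melanotan II plus saturating MCL0020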
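Material: human MC4R-expressing U2OS cells. Probe or stimulus: Melanotan II challenge. Dosing: 6.5 µM single dose. Times: 30-min compound, 1-h challenge, 1-h detection, room temperature. Technique: TR-FRET with Eu-cAMP and labeled anti-cAMP, 671 nm. Replication: singlicate.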
SRC2 inh = inhibits human steroid receptor coactivator 2; Q15596; AID 651957; HEK293 GAL4-SRC2 luciferase reporter, luminescence; actives 0.17% (n = 370,000); inhibition, % at 9 µM;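 active = inhibition above the mean inhibition of all tested compounds plus 3 SD, set per campaign, cut at about 52% in these data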;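 also: 0% = DMSO treated cells and 100% = cells given Gossypol at 36 µM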
TLR9-MyD88 inh = TLR9-MyD88 interaction inhibition; inhibition, % at 4.98 µM; Q9NR96+Q99836; actives 0.21% (n = 340,000); CHO BLA complementation TLR9-MyD88, CCF4 FRET ratio;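 active = inhibition above the mean over all tested compounds plus 3 SD, cut at about 21% in these data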;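 also: 0% = DMSO only wells and 100% = clavulanate BLA inhibitor control wells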
LMP1 NFkB inh = inhibitors of Epstein-Barr LMP1-induced NF-kappaB reporter | LMP1-induced NF-kappaB luciferase reporter cells, luminescence | inhibition, % at 12.5 µM | actives 0.69% (n = 350,000) | AID 504558; in the data active = inhibition above about 41%;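 also: 0% = neutral control wells and 100% = reference inhibitor control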
NOD2-RIPK2 inh = inhibitors of human NOD2-RIPK2 interaction; AID 624267; CHO BLA complementation NOD2-RIPK2, CCF4 ratio; actives 0.38% (n = 360,000); inhibition, % at 4.98 µM; O43353; in the data active = inhibition above about 21%;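 also: 0% = vehicle only and 100% = reference blocker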
LRH-1 inv ag = NR5A2 inverse agonism in reporter assay. O00482. HEK293T StAR-luciferase reporter, LRH-1 transfected, 24 h. inhibition, % at 3.6 µM. actives 0.13% (n = 360,000). AID 602396;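 active = inhibition above the mean inhibition of all tested compounds plus 3 SD, cut at about 73% in these data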;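 also: 0% = DMSO wells and 100% = reporter-only cells lacking LRH-1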
MC4R barr agon = agonists of human melanocortin 4 receptor (MC4R) beta-arrestin; activation, % at 8.9 µM; U2OS MC4R beta-arrestin complementation, luminescence; percent of melanotan II response, DMSO zero; actives 0.98% (n = 360,000);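 active = activation above a per-plate cutoff, the mean activation of sample wells on that plate plus 3 SD, cut at about 8% in these data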
SRC1 inh = human NCOA1 inhibition | Q15788 | HEK293 GAL4-SRC1 luciferase reporter, luminescence | inhibition, % at 3.6 µM | actives 0.12% (n = 360,000) | AID 588354;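 active = inhibition above the campaign mean plus 3 SD, with each screening campaign given its own cutoff, cut at about 60% in these data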;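 also: 0% = DMSO treated cells and 100% = gossypol at 36 µM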
* = called active by the depositor.

Results for O=C(Nc1nc2cc3c(cc2s1)OCO3)c1cccc(N2C(=O)CCC2=O)c1 ?
SRC3 inh: -20; COUP-TFII inh: -15; ABHD5 PLIN5 PPI: -1; MC4R antag cAMP: 9; SRC2 inh: -9; TLR9-MyD88 inh: -1; LMP1 NFkB inh: 3; NOD2-RIPK2 inh: -4; LRH-1 inv ag: 17; MC4R barr agon: 1.5; SRC1 inh: -11

What do the screens show for `Cn1cc(-c2csc(C(O)c3ccccc3)n2)cn1` (stereo unspecified)?
SRC3 inh: 4; COUP-TFII inh: -4; ABHD5 PLIN5 PPI: 2; MC4R antag cAMP: -5; SRC2 inh: -18; NOD2-RIPK2 inh: 1; LRH-1 inv ag: -1; MC4R barr agon: -1.2; SRC1 inh: -2

Results for O=C(CSc1nnc(-c2cccc(S(=O)(=O)N3CCCC3)c2)n1-c1ccccc1)Nc1cccc(C(=O)O)c1 ?
SRC3 inh: 3; COUP-TFII inh: 9; ABHD5 PLIN5 PPI: 0; MC4R antag cAMP: 11; SRC2 inh: 0; TLR9-MyD88 inh: -7; LMP1 NFkB inh: -2; NOD2-RIPK2 inh: -8; LRH-1 inv ag: -4; MC4R barr agon: -1.7; SRC1 inh: 1

What do the screens show for `Cn1c(=O)c2c(nc(SCCNS(=O)(=O)c3ccccc3)n2C)n(C)c1=O`?
SRC3 inh: -1; COUP-TFII inh: 0; ABHD5 PLIN5 PPI: 2; MC4R antag cAMP: 0; SRC2 inh: -37; TLR9-MyD88 inh: 3; LMP1 NFkB inh: 2; NOD2-RIPK2 inh: 7; LRH-1 inv ag: 14; MC4R barr agon: -2.0; SRC1 inh: 5

Results for CC(C)Cn1nc(NS(=O)(=O)c2ccccc2)c2cc3ccccc3nc21 ?
SRC3 inh: -4; COUP-TFII inh: 0; ABHD5 PLIN5 PPI: -10; MC4R antag cAMP: 3; SRC2 inh: -17; TLR9-MyD88 inh: 2; LMP1 NFkB inh: -9; NOD2-RIPK2 inh: -14; LRH-1 inv ag: 9; MC4R barr agon: -0.1; SRC1 inh: -22

Results for CN(CC1CCOCC1)C(=O)CC1C(=O)NCCN1CC1CCCCC1 (stereo unspecified) ?
SRC3 inh: 7; COUP-TFII inh: -4; ABHD5 PLIN5 PPI: 3; MC4R antag cAMP: 6; SRC2 inh: 10; TLR9-MyD88 inh: 5; LMP1 NFkB inh: 1; NOD2-RIPK2 inh: -6; LRH-1 inv ag: 8; MC4R barr agon: -1.5; SRC1 inh: 1

Results for COc1ccc(S(=O)(=O)N2CCCC(C(=O)Nc3ccc(OC)c(OC)c3)C2)cc1 (stereo unspecified) ?
SRC3 inh: -2; COUP-TFII inh: 9; ABHD5 PLIN5 PPI: 3; MC4R antag cAMP: 6; SRC2 inh: -3; TLR9-MyD88 inh: -5; LMP1 NFkB inh: -5; NOD2-RIPK2 inh: -2; LRH-1 inv ag: 11; MC4R barr agon: -1.7; SRC1 inh: -3

What do the screens show for `COc1ccc(CNC(=O)Cn2nc(C)n3cccc3c2=O)cc1`?
SRC3 inh: -18; COUP-TFII inh: 0; ABHD5 PLIN5 PPI: 8; MC4R antag cAMP: 19; SRC2 inh: -39; TLR9-MyD88 inh: -2; LMP1 NFkB inh: 2; NOD2-RIPK2 inh: -2; LRH-1 inv ag: -11; MC4R barr agon: -2.7; SRC1 inh: -10

Results for CCOc1ccc(CCNC(=O)CCC(=O)N2CCSc3ccccc32)cc1OCC ?
SRC3 inh: 13; COUP-TFII inh: 6; ABHD5 PLIN5 PPI: -6; MC4R antag cAMP: 17; SRC2 inh: -50; TLR9-MyD88 inh: -1; LMP1 NFkB inh: -18; NOD2-RIPK2 inh: 3; LRH-1 inv ag: -16; MC4R barr agon: 2.0; SRC1 inh: -11

What do the screens show for `Cc1[nH]c2ccccc2c1CCN(Cc1cccs1)C(=S)NC(C)(C)C`?
SRC3 inh: 1; COUP-TFII inh: 1; ABHD5 PLIN5 PPI: 9; MC4R antag cAMP: -1; SRC2 inh: -12; TLR9-MyD88 inh: 10; LMP1 NFkB inh: -9; NOD2-RIPK2 inh: 1; LRH-1 inv ag: -4; MC4R barr agon: 0.9; SRC1 inh: 0

What do the screens show for `Cc1ccc(NC(=O)COc2ccccc2C(=O)Nc2ccccc2)cc1Cl`?
SRC3 inh: 0; COUP-TFII inh: 1; ABHD5 PLIN5 PPI: -3; MC4R antag cAMP: 9; SRC2 inh: 5; TLR9-MyD88 inh: 2; LMP1 NFkB inh: -6; NOD2-RIPK2 inh: -4; LRH-1 inv ag: 0; MC4R barr agon: 0.8; SRC1 inh: -12

How did CC(=O)Cc1nsc(NC(=O)c2csc3c2CCCC3)n1 do in these assays?
SRC3 inh: -28; COUP-TFII inh: -21; ABHD5 PLIN5 PPI: 2; MC4R antag cAMP: 2; SRC2 inh: -8; TLR9-MyD88 inh: 7; LMP1 NFkB inh: -10; NOD2-RIPK2 inh: -5; LRH-1 inv ag: -3; MC4R barr agon: 0.0; SRC1 inh: -29

How did COCCn1c(C)cc(/C=C2/SC(=O)N(CC(=O)N3CCCC3)C2=O)c1C do in these assays?
SRC3 inh: -2; COUP-TFII inh: -38; ABHD5 PLIN5 PPI: 6; MC4R antag cAMP: -7; SRC2 inh: -14; TLR9-MyD88 inh: -1; LMP1 NFkB inh: -5; NOD2-RIPK2 inh: 2; LRH-1 inv ag: -14; MC4R barr agon: -1.6; SRC1 inh: 11

Results for CCN(CC(=O)Nc1ccc(NC(C)=O)cc1)C(=O)c1cc2c(s1)CCCC2 ?
SRC3 inh: 3; COUP-TFII inh: 16; ABHD5 PLIN5 PPI: 0; MC4R antag cAMP: 1; SRC2 inh: 0; TLR9-MyD88 inh: -2; LMP1 NFkB inh: 4; NOD2-RIPK2 inh: -1; LRH-1 inv ag: -4; MC4R barr agon: -1.0; SRC1 inh: -3

How did COc1ccc(N2CC(C(=O)Nc3ccccc3C(=O)NCc3ccco3)CC2=O)cc1 (stereo unspecified) do in these assays?
SRC3 inh: 3; COUP-TFII inh: 8; ABHD5 PLIN5 PPI: -2; MC4R antag cAMP: 2; SRC2 inh: -14; TLR9-MyD88 inh: 1; LMP1 NFkB inh: 7; NOD2-RIPK2 inh: 0; LRH-1 inv ag: 18; MC4R barr agon: -0.1; SRC1 inh: -1

How did CCc1nnc(NC(=O)C(=O)NCCOC(=O)c2ccccc2)s1 do in these assays?
SRC3 inh: 7; COUP-TFII inh: 23; ABHD5 PLIN5 PPI: -4; MC4R antag cAMP: 4; SRC2 inh: -1; TLR9-MyD88 inh: 3; LMP1 NFkB inh: -2; NOD2-RIPK2 inh: 3; LRH-1 inv ag: 4; MC4R barr agon: -0.6; SRC1 inh: -13

What do the screens show for `COc1ccc2[nH]c3c(c2c1)CCN1C(=O)C(CC(=O)NCC24CC5CC(CC(C5)C2)C4)C[C@H](C(=O)N2CCOCC2)[C@@]31CCC1CCCC1` (stereo partly specified)?
SRC3 inh: -8; COUP-TFII inh: -6; ABHD5 PLIN5 PPI: 0; MC4R antag cAMP: 9; SRC2 inh: -16; TLR9-MyD88 inh: -10; LMP1 NFkB inh: 15; NOD2-RIPK2 inh: 4; LRH-1 inv ag: -19; MC4R barr agon: 1.1; SRC1 inh: -6

Results for COc1cc(C)ccc1Oc1ncnc(N)c1[N+](=O)[O-] ?
SRC3 inh: 0; COUP-TFII inh: -12; ABHD5 PLIN5 PPI: -8; MC4R antag cAMP: 0; SRC2 inh: 10; TLR9-MyD88 inh: 8; LMP1 NFkB inh: -3; NOD2-RIPK2 inh: 9; LRH-1 inv ag: -11; MC4R barr agon: -0.2; SRC1 inh: 9

How did Cc1nn(C)cc1S(=O)(=O)N1CCN(c2ccccc2)CC1 do in these assays?
SRC3 inh: 11; COUP-TFII inh: -13; ABHD5 PLIN5 PPI: 2; MC4R antag cAMP: 5; SRC2 inh: -27; TLR9-MyD88 inh: 2; LMP1 NFkB inh: 4; NOD2-RIPK2 inh: 13; LRH-1 inv ag: 12; MC4R barr agon: -0.9; SRC1 inh: -14

What do the screens show for `CCN(CC)C1CCS(=O)(=O)C1` (stereo unspecified)?
SRC3 inh: 18; COUP-TFII inh: -1; ABHD5 PLIN5 PPI: 1; MC4R antag cAMP: 5; SRC2 inh: 9; TLR9-MyD88 inh: -5; LMP1 NFkB inh: -5; NOD2-RIPK2 inh: -5; LRH-1 inv ag: -4; MC4R barr agon: -2.5; SRC1 inh: 6

How did C[C@@H]1ON(C2CCCCC2)[C@H]2c3nc4ccccc4n3C[C@@H]12 do in these assays?
SRC3 inh: 16; COUP-TFII inh: -10; ABHD5 PLIN5 PPI: -2; MC4R antag cAMP: 0; SRC2 inh: -7; TLR9-MyD88 inh: 1; LMP1 NFkB inh: -2; NOD2-RIPK2 inh: -7; LRH-1 inv ag: 19; MC4R barr agon: 0.4; SRC1 inh: -18

Results for Cc1ccc(Sc2nc(C)c([N+](=O)[O-])c(C)c2C#N)cc1 ?
SRC3 inh: 22; COUP-TFII inh: -15; ABHD5 PLIN5 PPI: -4; MC4R antag cAMP: 14; SRC2 inh: 10; NOD2-RIPK2 inh: -4; LRH-1 inv ag: 10; MC4R barr agon: -0.1; SRC1 inh: 11

Results for CCN(C(=O)Nc1cccc2ccccc12)c1ccccc1 ?
SRC3 inh: 2; COUP-TFII inh: -16; ABHD5 PLIN5 PPI: -4; MC4R antag cAMP: -6; SRC2 inh: -2; TLR9-MyD88 inh: -15; LMP1 NFkB inh: 3; NOD2-RIPK2 inh: -4; LRH-1 inv ag: 5; MC4R barr agon: -1.6; SRC1 inh: -13

What do the screens show for `Cc1ccc(S(=O)(=O)Cn2nnnc2C(CC(C)C)N2CCN(c3ccccc3)CC2)cc1` (stereo unspecified)?
SRC3 inh: -3; COUP-TFII inh: 9; ABHD5 PLIN5 PPI: 0; MC4R antag cAMP: 5; SRC2 inh: -30; TLR9-MyD88 inh: -5; LMP1 NFkB inh: -3; NOD2-RIPK2 inh: 3; LRH-1 inv ag: 19; MC4R barr agon: -2.0; SRC1 inh: -35

Results for Cc1ccccc1S(=O)(=O)N1CC(C(=O)O)=CC[C@H]1c1ccc(Cl)cc1 ?
SRC3 inh: -1; COUP-TFII inh: -11; ABHD5 PLIN5 PPI: 3; MC4R antag cAMP: 4; SRC2 inh: 3; TLR9-MyD88 inh: -6; LMP1 NFkB inh: -3; NOD2-RIPK2 inh: 4; LRH-1 inv ag: 13; MC4R barr agon: -0.5; SRC1 inh: 1

Screening results (PubChem BioAssay)

The list is partial, so the mix of outcomes need not match the whole.
